Screening results: PubChem BioAssay, National Center for Advancing Translational Sciences (NCATS)
KB-V1 MDR tox – qHTS assay for MDR1-selective chemotherapeutics: Primary screen using the drug-selected MDR subline cells KB-V1; KB-V1 MDR cells viability, CellTiter-Glo, 72 h; Potency, µM (series often up to 46.1 µM), without a hit: top-dose activity change, negative = cytotoxicity, most hits filed as cytotoxic; 400,000 compounds, 3.4% hits; AID 1347076, 2019; note: potency is the fitted concentration of half-maximal effect; % is set by controls: 0 for no effect and ±100 for the full control effect; nearly all actives have a fitted effect of over 60% in size
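Luminescent ATP read-out (CellTiter-Glo, 10 min) measures survival of drug-selected KB-V1 MDR cells after 72 h, 37 degrees C compound exposure. Medium: phenol-red-free DMEM, 10% FBS. Values from fitted concentration-response curves.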
HT1080 IDH1KD tx – qHTS for induction of synthetic lethality in tumor cells producing 2HG: qHTS for the HT-1080-IDH1KD cell line; Potency, µM (highest dose often 46.1 µM), for inactives: at the highest dose activity, negative = toxicity, most hits filed as cytotoxic; AID 686971, 2013; HT-1080 IDH1 knockdown viability, ATP luminescence, 48 h; 360,000 compounds, 2% hits;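 note: potency is the fitted concentration of half-maximal effect; 0% = DMSO wells and -100% = cell-free medium wells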
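Knockdown cells (IDH1KD HT-1080) received compounds 2 h after plating at 750 cells/well and were kept 48 h at 37 °C in 5% FBS RPMI. A CellTiter-Glo luminescence read gave % activity for curve fitting.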
KB-3-1 cytotox – qHTS assay for MDR1-selective chemotherapeutics: Primary screen using the parental adenocarcinoma cell KB-3-1. Potency, µM (top dose mostly 46.1 µM), without a hit: at the top dose activity change, negative = cytotoxic, actives largely listed as cytotoxic. KB-3-1 viability, CellTiter-Glo ATP luminescence, 72 h. 400,000 compounds, 1.4% hits; note: potency is the fitted concentration of half-maximal effect; % is set by controls: 0 for no effect and ±100 for the full control effect; nearly all actives have a fitted effect of over 60% in size
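Using CellTiter-Glo luminescence, growth of non-resistant KB-3-1 adenocarcinoma cells is assessed 72 h after pin-tool compound addition at 37 °C. Normalized responses across the concentration series yield fitted curves.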
D3 antag – qHTS of D3 Dopamine Receptor Antagonist: qHTS | D(3) dopamine receptor (Homo sapiens), P35462 | D3R cells, DiscoveRx beta-arrestin luminescence, antagonist mode; hits give low values | max response, negative = inhibition, % | 360,000 compounds, 2.5% hits; in the data active = max response below about -50%; inconclusive = no clear call, values can overlap the other calls; note: % is set by controls: 0 for no effect and ±100 for the full control effect; mostly tested at two doses, the higher about 12 µM
Target sequence (P35462 whole entry, looked up): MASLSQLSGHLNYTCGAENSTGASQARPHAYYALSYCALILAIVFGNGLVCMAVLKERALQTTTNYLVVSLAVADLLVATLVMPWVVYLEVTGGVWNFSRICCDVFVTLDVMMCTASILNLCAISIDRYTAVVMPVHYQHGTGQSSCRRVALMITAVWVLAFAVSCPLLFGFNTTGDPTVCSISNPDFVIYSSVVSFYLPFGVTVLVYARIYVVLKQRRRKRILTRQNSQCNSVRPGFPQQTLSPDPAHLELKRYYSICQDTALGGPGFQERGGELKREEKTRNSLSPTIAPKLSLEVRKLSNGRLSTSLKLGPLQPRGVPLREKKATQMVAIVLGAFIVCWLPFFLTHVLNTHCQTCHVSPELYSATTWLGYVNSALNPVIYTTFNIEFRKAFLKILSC
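Cells plated overnight at 1500 cells/well, then exposed to library compounds with dopamine controls for 90 minutes at 37 degrees C. DiscoveRx reagent added for 30–60 minutes at room temperature; luminescence read, quantitative HTS format.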
DRD3 agonist – qHTS of D3 Dopamine Receptor Agonist: qHTS; D3R DiscoveRx beta-arrestin cells, luminescence, 90 min; max activation, %; 410,000 compounds, 0.58% hits; AID 652048, 2013; in the data active = max activation above about 30%; note: 0% is about no effect; mostly tested at two doses, the higher about 12 µM
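Agonist-mode cell screen: cells plated at 1500/well and incubated overnight at 37 °C, then exposed to library compounds for 90 min at 37 °C. Detection reagent was added for 30–60 min at room temperature, and luminescence was read.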
GLP1R ag – qHTS of GLP-1 Receptor Agonists; Potency, µM (titrated, usually from 45.6 µM), for inactives: at the top dose activation, hits mostly activators; HEK293 GLP-1R CRE-luciferase, luminescence, 4-6 h; cells express a hypersensitive GLP-1R form; Glucagon-like peptide 1 receptor (Homo sapiens), P43220; AID 624172, 2012; 380,000 compounds, 0.007% hits; note: potency is the fitted concentration of half-maximal effect; % of control where 0% means no effect
Target sequence (P43220 whole entry, looked up): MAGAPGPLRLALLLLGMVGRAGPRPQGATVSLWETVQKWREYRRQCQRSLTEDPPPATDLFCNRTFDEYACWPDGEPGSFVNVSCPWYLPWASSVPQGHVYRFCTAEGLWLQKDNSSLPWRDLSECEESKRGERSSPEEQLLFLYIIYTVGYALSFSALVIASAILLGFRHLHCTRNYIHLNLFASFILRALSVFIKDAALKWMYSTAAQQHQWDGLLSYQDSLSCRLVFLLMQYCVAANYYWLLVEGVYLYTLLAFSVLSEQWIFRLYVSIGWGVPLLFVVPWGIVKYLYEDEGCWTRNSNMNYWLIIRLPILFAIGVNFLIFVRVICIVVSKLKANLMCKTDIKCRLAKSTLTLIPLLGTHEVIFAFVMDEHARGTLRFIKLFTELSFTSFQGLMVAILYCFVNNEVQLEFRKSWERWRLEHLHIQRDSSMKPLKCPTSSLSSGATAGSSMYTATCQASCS
SW480 rerep – A quantitative high throughput screen for small molecules that induce DNA re-replication in SW480 colon adenocarcinoma cells; SW480 DNA re-replication, Hoechst DNA content imaging, 48 h; Potency, µM (series often up to 46.1 µM), for the others: at the highest dose re-replication activation, most hits filed as activators; 340,000 compounds, 1.8% hits; note: potency is the fitted concentration of half-maximal effect; % of control where 0% means no effect; nearly all actives have a fitted effect of over 55% in size
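Image-based DNA-content assay: after two days of treatment, nuclei were labelled with the DNA dye Hoechst and imaged, and hits were compounds raising the count of nuclei showing high fluorescence intensity.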
HT1080NT lethal – qHTS for induction of synthetic lethality in tumor cells producing 2HG: qHTS for the HT-1080-NT fibrosarcoma cell line. Potency, µM (highest dose often 46.1 µM), for inactives: at the highest dose activity, negative = less viability, usual class: cytotoxic. 360,000 compounds, 1.6% hits. HT-1080-NT fibrosarcoma viability, CellTiter-Glo ATP luminescence, 48 h. AID 686970, 2013;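 note: NT is the 2HG producing partner of a matched IDH1 knockdown line; potency is the fitted concentration of half-maximal effect; 0% = DMSO-treated cells and -100% = media-only wells without cells; nearly all actives have a fitted effect of over 55% in size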
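A 48-hour cytotoxicity screen used HT-1080-NT cells plated 2 hours before compound delivery. ATP-based CellTiter-Glo luminescence measured viability, normalized to DMSO and no-cell controls.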
IL1B secr inh – qHTS for Inhibitors of Inflammasome Signaling: IL-1-beta AlphaLISA Primary Screen | THP-1 LPS/ATP IL-1B secretion, AlphaLISA, 16 h; hits give low values | 360,000 compounds, 4.7% hits | AID 743279, 2014 | activity change, % at 57.5 µM; in the data active = activity change below about -50%; inconclusive = mostly about -30% to -49%; note: % is set by controls: 0 for no effect and ±100 for the full control effect
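Secreted IL-1B measured by AlphaLISA bead assay after 16 h compound exposure of THP-1 cells; compounds (final up to 57.5 uM) added 1 h before LPS (250 ng/mL) and ATP (1.25 mM) stimulation; lower signal means less secretion.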
* hit, by the source's call; ? = inconclusive; nt = not tested or not shown; [ ] = another dose, or the depositor's remark. Unless noted, calls come from the whole dose curve; as a rule, active = well fitted curve in the direction sought with a large enough effect; inconclusive = small, poorly fitted or top-dose-only effect, or another doubt; inactive = no such curve, though single readings can be large; an effect the other way counts as inactive or inconclusive.

SMILES	KB-V1 MDR tox	HT1080 IDH1KD tx	KB-3-1 cytotox	D3 antag	DRD3 agonist	GLP1R ag	SW480 rerep	HT1080NT lethal	IL1B secr inh
Cc1cc(NC(=O)CSc2nc3c(sc4ccccc43)c(=O)n2CCc2ccccc2)n[nH]1	-16%	-4%	4%	33	2	-10%	2%	3%	15
CCN(CC)S(=O)(=O)c1ccc(OC)c(NS(=O)(=O)Cc2ccccc2)c1	5%	-3%	4%	2	6	15%	?	14%	-5
O=C(CN1C(=O)CCSc2ccc(S(=O)(=O)N3CCOCC3)cc21)Nc1ccccc1Cl	?	12%	-4%	-12	3	-4%	?	12%	-13
CCn1cc(CNC(=O)CCSc2nc(-c3ccco3)cc(C(F)(F)F)n2)cn1	4.6µM*	-16%	?	14	3	6%	?	-19%	-2
COc1ccc(/C=C/C(=O)NC(=S)NNC(=O)c2cc(OC)c(OC)c(OC)c2)cc1	?	?	-20%	-7	-3	-7%	-3%	-17%	84
NS(=O)(=O)c1ccc(CNC(=O)CSc2nc3ccc(Cl)cc3[nH]2)cc1	5%	16%	0%	14	6	-2%	2%	9%	23
Cc1cccc(C)c1-n1nnnc1C(c1ccnc2ccccc12)N(CCC#N)Cc1ccccc1 (stereo not drawn)	-16%	-5%	?	0	-8	2%	nt	2%	-1
CN(Cc1c(C(=O)N2CCc3ccccc3C2)nc2ccc(Cl)cn12)C(C1CC1)C1CC1	-18%	-3%	-2%	1	-2	7%	9%	1%	8
CCSc1nc(-c2cccs2)nc2ccccc12	-24%	-15%	18%	18	1	24%	-5%	-14%	6
C[C@@H](NC(=O)c1nc[nH]c1C(=O)N1CCN(c2ccccc2)CC1)c1ccccc1	26%	8%	11%	-26	-2	-3%	-10%	1%	-8
O=C(Nc1ccc(F)cc1)c1cccc(N2C(=O)C3C4C=CC(C5CC45)C3C2=O)c1 (stereo not drawn)	0%	-21%	?	-8	-5	-4%	-4%	-10%	-75*
COCCCNc1nc(N)c([N+](=O)[O-])c(Nc2ccccc2OC)n1	-29%	9%	?	-23	-11	8%	2%	12%	nt
COCC(C)n1c(C)cc(C(=O)CN2c3cccc4cccc(c34)S2(=O)=O)c1C (stereo not drawn)	-9%	1%	-1%	-11	1	21%	3%	0%	-4
COCCNC(=O)c1cccc(OC2CCN(C(C)COc3ccccc3)CC2)c1 (stereo not drawn)	-29%	-3%	-10%	-22	-16	-6%	-34%[inhibitor]	-11%	0
CC(C)n1ncc2c(C(=O)NCC(=O)Nc3ccccc3Br)cc(C3CC3)nc21	?	0%	-9%	-12	-6	11%	-9%	0%	-15
COc1ccc(C(=O)NC(=S)Nc2ccc(CN3CCOCC3)cc2)cc1Br	?	-2%	-16%	3	-1	-8%	3%	-8%	-1
C=CCn1c(SCC(=O)Nc2ccc3c(c2)CCC3)nnc1-c1cccs1	-6%	-23%	2%	36	2	1%	16%	-1%	-14
O=C(CN1CCN(c2ccccc2Cl)CC1)NC1CCCc2ccccc21 (stereo not drawn)	9.2µM*	0%	?	?	-20	3%	?	0%	-59*
O=C(Nc1cccc(C(=O)Nc2ccc(Br)cc2)c1)c1ccccc1	3%	-15%	2%	27	-8	2%	3%	-2%	-5
CCOc1ccc(NC(=O)CN(c2ccc(OC)c(OC)c2)S(=O)(=O)c2ccc(C)cc2)cc1	17%	2%	5%	26	2	4%	-16%	5%	74
CC(=O)NC1=NN(C(C)=O)C(c2cccs2)S1 (stereo not drawn)	1%	6%	30%	7	0	-14%	-3%	12%	-4
O=C(COC(=O)Cc1ccccc1F)NNC(=O)c1ccc(Cl)cc1	10%	-5%	0%	-4	1	10%	-7%	1%	2
CCn1cc(C(=O)N2CCCC(N3CCN(c4ccccc4C)CC3)C2)cn1 (stereo not drawn)	26%	7%	0%	-13	-7	-3%	-6%	4%	7
Nc1ncnc2c1ncn2C1OCC(O)C1O (stereo not drawn)	-2%	-4%	0%	15	-5	-3%	nt	13%	0

One compound at a time, as listed above:
`COCCNC(=O)c1cccc(OC2CCN(C(C)COc3ccccc3)CC2)c1` (stereo not drawn) in the list: KB-V1 MDR tox: -29%; HT1080 IDH1KD tx: -3%; KB-3-1 cytotox: -10%; D3 antag: -22; DRD3 agonist: -16; GLP1R ag: -6%; SW480 rerep: -34%[inhibitor]; HT1080NT lethal: -11%; IL1B secr inh: 0
`COc1ccc(/C=C/C(=O)NC(=S)NNC(=O)c2cc(OC)c(OC)c(OC)c2)cc1` in the list: KB-V1 MDR tox: ?; HT1080 IDH1KD tx: ?; KB-3-1 cytotox: -20%; D3 antag: -7; DRD3 agonist: -3; GLP1R ag: -7%; SW480 rerep: -3%; HT1080NT lethal: -17%; IL1B secr inh: 84

Further structures.
SMILES	KB-V1 MDR tox	HT1080 IDH1KD tx	KB-3-1 cytotox	D3 antag	DRD3 agonist	GLP1R ag	SW480 rerep	HT1080NT lethal	IL1B secr inh
CCOC(=O)c1nc2cc3n(c(CC(C)C)c-2c1C)CC(C)=C3C	-1%	7%	0%	-19	2	11%	1%	13%	-2
NC(=O)c1ccc(N2CCNC(=O)C2)c([N+](=O)[O-])c1	-3%	-13%	2%	3	-4	-1%	-4%	1%	?
COc1ccc(C/C(=N\O)c2ccc(OC)cc2)cc1	16%	0%	4%	18	1	-8%	-4%	-5%	?
O=C1Cc2cccc(=O)c(O)c2C(=O)O1	28%	9%	-3%	5	-3	-5%	nt	11%	-3
COc1cc2cc(CCCOC(=O)c3ccc(C(F)(F)F)cc3)oc(=O)c2cc1OC	-9%	-2%	?	22	-32	-4%	0%	-1%	-4
C#CCOCCOCCOCCNc1nc(N2CCN(C(=O)C([C@@H](C)O)n3cc([C@@H](N)CCCCN)nn3)CC2)nc(N2CCN(C(=O)[C@H](CC(N)=O)n3cc(C(N)[C@@H](C)CC)nn3)CC2)n1 (stereo partly drawn)	0%	10%	0%	-16	14	-3%	-82%[inhibitor]	12%	18
COc1ccccc1N1CCN(CCCn2c(=S)[nH]c3ccccc3c2=O)CC1	0%	-14%	-2%	-109*	-19	0%	-6%	-2%	-21
COc1ccc(Cl)cc1C(=O)OCC(=O)N(CC(C)C)c1c(N)n(Cc2ccccc2)c(=O)[nH]c1=O	?	-11%	8%	-18	-2	-19%	11%	-2%	?
C=CCNC(=O)/C(C#N)=C/c1c(N2CCN(c3ccccc3)CC2)nc2c(C)cccn2c1=O	-10%	13%	14%	-28	-10	12%	1%	0%	55
CCc1ccc2c(c1)[C@H]1OCC[C@H]1[C@@H](c1cccs1)N2	?	3.7µM*	13µM*	7	-5	1%	5.2µM*	4.1µM*	23
CC1Oc2ccccc2C=C1/C=N/NC(=O)c1ccccc1 (stereo not drawn)	-14%	-2%	0%	4	11	4%	0%	-22%	-1
Cn1c(=O)c2c(SCc3ccccc3)nc(C3CC3)nc2n(C)c1=O	-2%	-7%	6%	-5	1	16%	3%	18%	51
O=C(NCc1ccccn1)c1cccc(NS(=O)(=O)c2cccc(F)c2)c1	8%	2%	9%	2	-2	1%	-2%	2%	33
S=C1N(c2ccccc2)C(c2cccc3ccccc23)N2CCCN12 (stereo not drawn)	13%	5%	2%	12	2	1%	10%	-1%	9
O=C(NC(=S)NC1CCCCC1)c1ccccc1	-27%	11%	-1%	11	1	1%	-2%	9%	21
C/C(=N\NC(=O)c1nnn(-c2nonc2N)c1-c1ccccc1)c1ccco1	4%	-2%	8%	-24	-8	6%	-4%	-4%	-9
O=C(O)COc1ccc(/C=N/n2cnc3scc(-c4cccs4)c3c2=O)cc1	-8%	1%	20%	5	3	0%	5%	3%	0
CC(C)OCCCNC(=O)c1ccc2c(c1)S(=O)(=O)c1ccccc1C2=O	-6%	16%	26%	10	5	?	-2%	2%	-1
Cn1c(N2CCC(C(N)=O)CC2)nc2c1c(=O)n(Cc1ccc(Br)cc1)c(=O)n2C	-30%	-4%	-1%	-6	-4	-4%	2%	6%	17
CCOC(=O)Nc1sc(C)c(C)c1C(N)=O	?	10%	0%	-8	-2	4%	-2%	9%	6
O=C(O)CC(c1ccccc1)n1cnnn1 (stereo not drawn)	16%	6%	-1%	10	1	0%	-5%	0%	15
CCN(CC)c1cc2c(c3c1ccn3C)C1CCC2C1 (stereo not drawn)	-3%	1%	0%	-61*	-19	-9%	nt	6%	21
CN(CC(=O)Nc1ccc(Cl)c(C(F)(F)F)c1)C(=O)CCN1C(=O)C2CC=CCC2C1=O (stereo not drawn)	?	-18%	-4%	-8	-1	-3%	10%	-2%	1
CC(C)NC(=O)CCCc1c[nH]c2ccccc12	7%	1%	2%	-3	0	-5%	1%	2%	13
COc1ccc(S(=O)(=O)NC(C)C(=O)O)cc1 (stereo not drawn)	6%	6%	-1%	-7	-4	-5%	-4%	-1%	16
CC1(C(=O)NCc2ccccc2)CN(S(C)(=O)=O)CC(=O)N1CCCn1ccnc1 (stereo not drawn)	-3%	-14%	-8%	0	-9	nt	nt	-7%	1
CCN(CCNC(=O)C1CCN(S(C)(=O)=O)CC1)c1ccccc1	-15%	-13%	-3%	8	1	-2%	-2%	-4%	6
COc1ccc(NC(=O)CN(c2ccc(OC)c(Cl)c2)S(=O)(=O)c2ccccc2)cc1	-5%	-2%	-2%	3	-3	8%	-34%[inhibitor]	-11%	-1
COc1cc2ccccc2cc1C(=O)OCC(=O)c1c(N)n(C)c(=O)n(C)c1=O	4%	0%	4%	5	3	7%	-7%	3%	-14
O=C(Nc1ccc2c(c1)OCCO2)c1cc(-n2cnnc2)ccc1Cl	0%	-2%	15%	-10	-17	-18%	-3%	-2%	-13
